RAD54 inh: inhibitors of human RAD54 branch migration, primary screen, biochemical, fluorescence, single point; RAD54 Holliday junction branch migration, FAM/BHQ fluorescence; DNA repair and recombination protein RAD54-like (Homo sapiens), Q92698; AID 602329, 2012; inhibition, % at 10.4 µM; 360,000 compounds, 0.14% hits;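 active means mean normalized replicate activity at least 40 and at least half of replicates scoring 40 or more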;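 further: 0% = median of neutral control wells and 100% = median of positive control wells; inhibitors cause a drop in the FAM fluorescence signal; in these data hits start at about 50%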
ERAP1 inh: human ERAP1 aminopeptidase inhibitors, primary screen, biochemical, single point, plate reader; Endoplasmic reticulum aminopeptidase 1 (Homo sapiens), Q9NZ08; recombinant ERAP1, Leu-AMC fluorescence, 60 min; inhibition, % at 10.7 µM; 340,000 compounds, 0.15% hits;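 active means mean replicate inhibition of at least 30%, or all replicates individually reaching that 30% level; inactive means mean below 30% and not every replicate reaching it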;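 further: 0% = neutral control wells and 100% = L-leucinethiol positive control wells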
esBAF inh: Bmi1 luciferase reporter increase in mESCs, primary screen, esBAF inhibitor project, mouse ES cells, Bmi1 luciferase knock-in, single point; 24 h; 100% = twice the neutral-well signal; reporter increase, % at 12.5 µM; 350,000 compounds, 2% hits; in the data active means activation above about 40%;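 further: 0% = median of the plate's neutral control wells and 100% = double that signal; a rise in the Bmi1 reporter signal indicates esBAF inhibition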
E-sel inducer: E-selectin induction in HUVECs, primary screen, imaging, HUVEC, immunofluorescence imaging, single point. 260,000 compounds, 0.37% hits. P16581. AID 686992, 2013. normalized: neutral wells 0, TNF-alpha wells 100. activation, % at 7.58 µM;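 active means mean E-selectin-positive cell signal at least 10% of the positive control, reached in at least 60% of replicates, without over 20% cell loss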;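 further: in these data hits start at about 27%; measured in HUVEC primary endothelial cells; signal is the percent of cells scored E-selectin positive by PE staining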
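Assay system: HUVEC, human umbilical vein endothelial cells / Amount: 3,000 HUVEC/well / Controls: TNF-alpha positive control, DMSO neutral control / Compound dosing: single concentration / Medium: EGM-2 over gelatin coat / Evaluation: percent E-selectin-positive cells / Signal: immunofluorescence imaging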
S100A4 MyoIIA: inhibitors of S100A4-myosin IIA peptide binding, primary screen, biochemical, fluorescence polarization, TAMRA-MyoIIA peptide | Protein S100-A4 (Homo sapiens), P26447 | inhibition, % at 10.7 µM | 360,000 compounds, 0.14% hits | AID 652163, 2013;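 active means mean inhibition of at least 70% across replicates, with every replicate also reaching that level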
Target sequence (P26447 whole entry, looked up): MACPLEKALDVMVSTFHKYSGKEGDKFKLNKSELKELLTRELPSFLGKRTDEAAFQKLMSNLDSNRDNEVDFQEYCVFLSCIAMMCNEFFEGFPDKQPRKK
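Test system: S100A4 monomer protein; Medium: HEPES pH 7.2 with CaCl2, KCl, NaCl, DTT, Triton; Probe or stimulus: TAMRA-labelled myosin IIA heavy-chain peptide probe, 5 nM; Doses: one dose per compound; Times: polarization read 5 min after assay mix addition, stable 5–60 min; Benchmarks: neutral control DMSO, positive control TFP.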
RAD52 inh: RAD52 DNA annealing inhibitors, primary screen, biochemical, FRET, single point, set 2. recombinant RAD52 DNA annealing, FRET fluorescence. inhibition, % at 18.7 µM. 360,000 compounds, 0.46% hits. AID 651710, 2012;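 active means every replicate showing at least 50% inhibition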
Target sequence (P43351 whole entry, looked up): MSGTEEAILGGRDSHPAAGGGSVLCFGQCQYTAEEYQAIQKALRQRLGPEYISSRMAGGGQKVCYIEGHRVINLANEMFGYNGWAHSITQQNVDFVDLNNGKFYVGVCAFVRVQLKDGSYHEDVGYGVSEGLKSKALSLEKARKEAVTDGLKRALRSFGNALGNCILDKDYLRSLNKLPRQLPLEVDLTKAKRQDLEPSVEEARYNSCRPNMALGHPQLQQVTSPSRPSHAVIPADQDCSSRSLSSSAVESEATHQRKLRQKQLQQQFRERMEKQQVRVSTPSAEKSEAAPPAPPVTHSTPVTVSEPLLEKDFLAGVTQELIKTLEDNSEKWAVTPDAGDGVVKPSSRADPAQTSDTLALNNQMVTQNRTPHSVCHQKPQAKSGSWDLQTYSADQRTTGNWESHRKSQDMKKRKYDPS
ERp5 inh: inhibitors of ERp5-driven insulin aggregation, primary screen, biochemical, turbidity, absorbance 650 nm, single point | 90 min | Protein disulfide-isomerase A6 (Homo sapiens), Q15084 | 350,000 compounds, 0.05% hits | inhibition, % at 9.99 µM;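 active means mean replicate inhibition above about 25%, with every replicate also reaching it, limit read from the data, passing the limit was not always enough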
Target sequence (Q15084 whole entry, looked up): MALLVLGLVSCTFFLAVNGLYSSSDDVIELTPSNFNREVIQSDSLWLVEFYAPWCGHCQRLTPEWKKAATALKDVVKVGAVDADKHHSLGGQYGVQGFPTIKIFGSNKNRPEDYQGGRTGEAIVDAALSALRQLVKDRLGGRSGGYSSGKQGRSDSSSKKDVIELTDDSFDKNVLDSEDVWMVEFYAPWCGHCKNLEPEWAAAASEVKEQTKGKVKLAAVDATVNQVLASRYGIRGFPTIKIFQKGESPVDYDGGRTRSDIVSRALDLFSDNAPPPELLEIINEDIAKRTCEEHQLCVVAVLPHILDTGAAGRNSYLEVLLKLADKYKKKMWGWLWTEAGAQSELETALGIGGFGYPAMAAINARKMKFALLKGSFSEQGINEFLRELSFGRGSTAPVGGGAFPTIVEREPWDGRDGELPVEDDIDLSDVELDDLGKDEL
Xi reactivation: activators of inactive X chromosome reactivation, primary screen, imaging, XiGFP fibroblasts, GFP high-content imaging, set 2. XiGFP mouse fibroblasts, % GFP-positive cells imaging, 3 d; cells co-treated with 5-aza-dC sensitizer; scaled so ellipticine positive control = 100%. 360,000 compounds, 0.055% hits. AID 743238, 2013. activation, % at 7.58 µM;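 active means mean normalized replicate activation at least 10% and every replicate at or above 10%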;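 further: 0% = median of on-plate neutral control wells and 100% = ellipticine 6 µM median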
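Material: SV40-immortalized XiGFP fibroblast cells, line 68-5-11 | Buffer or medium: DMEM containing 5-aza-dC | Dosing: One concentration, pinned | Times: 3 d treatment, 15 min room-temperature fixation | Controls: Ellipticine 6 µM positive control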
An asterisk follows results filed as active; . = no result given.

SMILES	RAD54 inh	ERAP1 inh	esBAF inh	E-sel inducer	S100A4 MyoIIA	RAD52 inh	ERp5 inh	Xi reactivation
Cc1c(OC(C)C(=O)O)ccc2c(-c3ccccc3)cc(=O)oc12 (centres undefined)	6	2	-6	.	-5	-4	2	0.0
Cc1ccc([C@H]2N[C@]3(CCCN(Cc4ccccc4)C3=O)[C@H]3C(=O)N(C)C(=O)[C@@H]23)cc1	-1	13	3	0.0	-1	-9	0	0.0
O=c1[nH]cc(NCc2ccccc2)c(=O)[nH]1	.	2	-1	0.7	1	-9	3	0.1
Cc1ccc(C(=O)N2CCCC(CCC(=O)N3CCN(c4ccccn4)CC3)C2)cn1 (centres undefined)	-20	-2	-6	-0.2	-5	-3	1	0.0
COc1cc(OC)cc(N(C(=O)c2snc(C(N)=O)c2N)C(C(=O)NCC2CCCO2)c2ccc(C)o2)c1 (centres undefined)	-4	-4	-2	44*	-16	-21	2	0.4
O=C1NC(=O)/C(=C\c2ccc(OCc3ccccc3)cc2)S1	4	0	6	-0.2	-1	-3	-1	0.1
CC(Nc1nc(-c2ccncc2)nc2ccccc12)c1ccccc1 (centres undefined)	0	-1	-3	0.1	-10	-31	-2	0.1
O=C(CSc1nc2[nH]c(=O)[nH]c(=O)c2s1)Nc1cccc(F)c1	-3	-23	0	0.9	-1	-15	5	2.0
CCn1c(SCC(=O)NNC(=O)c2ccc(OC)cc2)nnc1-c1cccnc1	5	5	-14	1.5	-3	-5	-21	0.0
CCC(CC)C(=O)Nc1cc([N+](=O)[O-])ccc1Cl	.	-1	.	.	3	-1	0	0.0
Cc1ccc2nc(NC(=O)C3CC(=O)N(Cc4ccco4)C3)sc2c1 (centres undefined)	.	4	.	.	2	-9	-3	0.0
COc1ccc(C(c2c(C)n(C)n(-c3ccccc3)c2=O)c2c(C)n(C)n(-c3ccccc3)c2=O)cc1	-10	0	4	.	-5	-5	0	0.0
COCCNC(=O)C(c1ccc(F)cc1)N(C(=O)CCC(=O)Nc1nccs1)c1cccc(C)c1 (centres undefined)	12	-3	0	0.1	2	-6	9	0.0
CC(=O)Nc1ccccc1Nc1nc(NCCO)nc(N2CCCC2)n1	0	2	7	0.3	25	1	1	0.1
Cc1noc(C)c1S(=O)(=O)Nc1ccc2c(c1)C(=O)N([C@@H](C)CO)C[C@@H](C)[C@H](CN(C)S(=O)(=O)c1ccccc1)O2	-1	3	-2	-0.1	-6	13	6	0.0
O=C(NNS(=O)(=O)c1ccccc1)c1csc(-c2cccnc2)n1	.	3	.	-0.9	5	5	-7	0.0
Cn1c(=O)c2[nH]c(CCCC(=O)O)nc2n(Cc2ccccc2)c1=S	-1	-1	1	-0.2	2	-15	1	-0.1
COc1ccccc1CN1CCN(C(=O)c2ccco2)CC1	1	-6	2	.	4	-16	2	0.1
COc1ccc(OC)c(S(=O)(=O)Nc2cc3c4c(c2)CCN4C(=O)CC3)c1	6	1	-5	-0.4	0	4	2	0.0
O=C(C[C@H]1CC[C@@H]2[C@H](COC[C@H](O)CN2Cc2cccc(-c3ccncc3)c2)O1)N1CCOCC1	-2	0	5	0.0	3	-7	1	0.3
Cc1cc(OCC(=O)NCCCN2CCOCC2)c2c(C)c(C)c(=O)oc2c1	12	1	-3	.	3	-14	7	0.3
CC1Cn2c(nnc2-c2ccc(F)cc2)S1 (centres undefined)	-3	.	-6	-0.2	-6	-4	4	0.2
COc1ccc(C(=O)CC(=O)C(=O)Nc2c(C)cccc2C)cc1	-4	-1	0	-0.4	-2	-10	-2	0.0
CN1CCC(C(=O)N2CCCC(C(=O)c3ccc4c5c(cccc35)CC4)C2)CC1 (centres undefined)	.	6	.	.	-3	13	-1	0.0
CC(Sc1nnnn1C1CC1)C(=O)N1c2ccccc2NC(=O)C1(C)C (centres undefined)	-12	0	4	.	2	-19	-3	0.1
O=C(NCC[C@@H]1CC[C@H](NC(=O)c2ccccc2F)[C@@H](CO)O1)c1cnccn1	-5	4	5	0.2	2	-3	-1	0.5
CCOC(=O)c1cc(NC(=O)N(CC)C2CCCCC2)c(C)nc1C	.	0	.	.	-1	-16	-8	.
Cc1ccc(S(=O)(=O)NCC[C@@H]2CC[C@H](NC(=O)CCN3CCCCC3)[C@H](CO)O2)cc1	-5	-2	-4	-0.1	5	6	-2	0.0
Cc1cccc(N2CCN(C(=O)NC3CCCCC3)CC2)c1C	-14	1	30	.	-3	-5	-1	0.1
CCSc1nnc(CNC(=O)C23CC4CC(CC(C4)C2)C3)n1Cc1ccccc1	5	1	.	-0.1	1	-7	-6	1.0
CC1(C(=O)NS(=O)(=O)c2ccccc2Cl)CCN1C(=O)CCc1cccs1 (centres undefined)	-7	4	-3	0.2	0	-7	4	-0.1
COc1ccc(CC(=O)NNC(=O)c2cccs2)cc1OC	.	0	.	.	5	-29	3	0.2
O=C(c1ccco1)N1CCN(C(=O)C2CC(=O)N(c3ccc(Cl)cc3)C2)CC1 (centres undefined)	-5	-5	-1	.	0	5	-1	0.0
O=C(COc1ccc(F)cc1Br)NCC1(N2CCOCC2)CCCCC1	2	3	3	-0.3	-3	-4	-10	0.2
Cc1ccc(NC(=O)Nc2ccc3c(c2)OCO3)c(OC(F)F)c1	-7	3	49*	-0.6	3	-6	1	-0.1
O=C(/C=C/c1cccs1)NC(=S)Nc1ccc(S(=O)(=O)Nc2ccccc2C(F)(F)F)cc1	7	2	-4	0.1	-1	-10	4	0.0
COc1ccc(NC(=O)N[C@H]2CC[C@@H](CCNS(=O)(=O)c3cccc(Cl)c3)O[C@H]2CO)cc1	-3	4	2	-0.2	18	-4	4	0.3
Cc1nn(C(=O)Cn2ccc([N+](=O)[O-])n2)c(C)c1Cl	-7	-2	-9	0.1	-1	-6	-5	0.0
COc1ccc(CN2CCN(C(=O)c3ccc(S(=O)(=O)N4CCCCCC4)cc3)CC2)cc1F	-6	-2	5	1.8	0	-5	9	0.0
Cc1cc(C)cc(C(=O)OCC(=O)NC2CCCC2)c1	-3	1	-1	-1.6	-11	-12	2	0.0
CCN(C(=O)CSc1nc2cc(C(=O)O)ccc2c(=O)n1Cc1ccccc1)c1ccccc1	3	2	-4	-0.2	-3	-12	2	0.2
COc1cccc(S(=O)(=O)Nc2ccc3c(c2)OC[C@@H](C)N(Cc2ccccc2F)C[C@H](C)[C@@H](OC)CN(C)C3=O)c1	1	.	4	-0.2	1	-42	5	0.2
CC1(c2ccc3c(c2)OCO3)NC(=O)N(CC(=O)Nc2ccccc2)C1=O (centres undefined)	2	1	-1	-0.1	-3	-5	3	0.3
CC(C)(C)OC(=O)N1CCCN(C(=O)Nc2ccc(C(F)(F)F)cc2)CC1	6	.	.	.	0	-21	1	0.0
COC(=O)C[C@@H]1CC[C@H](NS(=O)(=O)c2ccc(OC)cc2)[C@H](CO)O1	-6	-2	0	-0.4	5	4	-6	-0.5
COC(=O)[C@@H]1[C@@H](CO)[C@@H]2Cn3c(ccc(/C=C/c4ccccc4)c3=O)[C@@H]2N1C(=O)CC1CC1	-5	.	6	1.0	.	.	.	0.2
FC(F)c1nc2ccccc2[nH]1	.	-2	-4	1.9	41	-1	0	0.0
Cn1c(=N)n(CC(=O)c2ccc(Cl)c(Cl)c2)c2ccccc21	7	2	-74	10	2	20	5	0.1
Cc1oc2c(CN3CCC(C)CC3)c(O)ccc2c(=O)c1-c1ccccc1	-2	4	-3	0.6	4	-9	-7	0.0
CC(=O)Nc1nn(CC(C)C)c2nc3ccc(C)cc3cc12	-6	2	8	1.0	-1	-11	3	-0.1

Ordered by length of the SMILES (descending): part of the list above
SMILES	RAD54 inh	ERAP1 inh	esBAF inh	E-sel inducer	S100A4 MyoIIA	RAD52 inh	ERp5 inh	Xi reactivation
COC(=O)[C@@H]1[C@@H](CO)[C@@H]2Cn3c(ccc(/C=C/c4ccccc4)c3=O)[C@@H]2N1C(=O)CC1CC1	-5	.	6	1.0	.	.	.	0.2
O=C(c1ccco1)N1CCN(C(=O)C2CC(=O)N(c3ccc(Cl)cc3)C2)CC1 (centres undefined)	-5	-5	-1	.	0	5	-1	0.0
CN1CCC(C(=O)N2CCCC(C(=O)c3ccc4c5c(cccc35)CC4)C2)CC1 (centres undefined)	.	6	.	.	-3	13	-1	0.0
CC1(C(=O)NS(=O)(=O)c2ccccc2Cl)CCN1C(=O)CCc1cccs1 (centres undefined)	-7	4	-3	0.2	0	-7	4	-0.1
O=C(CSc1nc2[nH]c(=O)[nH]c(=O)c2s1)Nc1cccc(F)c1	-3	-23	0	0.9	-1	-15	5	2.0
Cn1c(=O)c2[nH]c(CCCC(=O)O)nc2n(Cc2ccccc2)c1=S	-1	-1	1	-0.2	2	-15	1	-0.1
Cc1ccc2nc(NC(=O)C3CC(=O)N(Cc4ccco4)C3)sc2c1 (centres undefined)	.	4	.	.	2	-9	-3	0.0
CCOC(=O)c1cc(NC(=O)N(CC)C2CCCCC2)c(C)nc1C	.	0	.	.	-1	-16	-8	.
O=C1NC(=O)/C(=C\c2ccc(OCc3ccccc3)cc2)S1	4	0	6	-0.2	-1	-3	-1	0.1
CC(=O)Nc1nn(CC(C)C)c2nc3ccc(C)cc3cc12	-6	2	8	1.0	-1	-11	3	-0.1
COc1ccccc1CN1CCN(C(=O)c2ccco2)CC1	1	-6	2	.	4	-16	2	0.1

Further results follow.
SMILES	RAD54 inh	ERAP1 inh	esBAF inh	E-sel inducer	S100A4 MyoIIA	RAD52 inh	ERp5 inh	Xi reactivation
CC(C)NC(=O)N(C)C[C@H]1Oc2ccc(NC(=O)Nc3cccc4ccccc34)cc2CC(=O)N([C@H](C)CO)C[C@@H]1C	-1	2	0	0.0	-1	16	-3	0.0
NS(=O)(=O)c1ccc(-c2cccc(/C=C3\SC(=O)NC3=O)c2)cc1	4	1	1	.	-4	-6	12	0.0
COc1ccc(/C=C/C(=O)OCC(=O)N2CC(=O)Nc3ccccc32)cc1S(=O)(=O)N1CCOCC1	1	3	1	0.1	-6	-8	-2	0.2
COc1ccc(/C=C/C(=O)NCCCNC(=O)/C=C/c2ccc(OC)c(OC)c2)cc1OC	-5	1	-8	.	0	-12	2	0.0
O=C(Nc1ccc(Oc2ccc(NC(=O)c3ccco3)c(NC(=O)c3ccco3)c2)cc1)c1ccco1	-1	9	7	.	1	-11	1	.

Compound activity from PubChem BioAssay.
